High-throughput results deposited in PubChem BioAssay by several laboratories.
TRPM1 prom inh – inhibitors of MITF-dependent TRPM1 promoter reporter, primary screen, cell-based, SK-MEL-5, single point, luciferase. AID 488899, 2010. hit rate 0.83% among 330,000. SK-MEL-5 TRPM1 promoter luciferase, 24 h. inhibition, % at 12.5 µM;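 active = mean inhibition across replicates of 60% or more, whatever share of single replicates reaches that level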; also: values of inactives mirror those of a sister screen read the other way
CF NFkB inh – inhibitors of PAF-induced NF-kB signaling, primary screen, cell-based, GFP fluorescence, uHTS | hit rate 0.86% among 360,000 | KKLEB NF-kB-GFP reporter, GFP fluorescence overnight | inhibition, % at 5 µM;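 active = at least 50% inhibition at 5 µM, scaled per plate between neutral and stimulator controls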;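 also: PAF is a Pseudomonas aeruginosa culture filtrate used as stimulus; plate controls were PAF-stimulated DMSO wells for no effect and unstimulated DMSO wells for full effect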
Peg3 prom inh – Peg3 promoter-driven luciferase inhibitors, primary screen, cell-based, HeLa, luciferase luminescence; HeLa PEG-Prom luciferase reporter, overnight; inhibition, % at 20 µM; hit rate 1.7% among 360,000; AID 588405, 2011;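 active = inhibition of at least 50% at 20 µM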
hiPSC survival – enhancers of single-cell hiPSC survival, primary screen, ATPlite luminescence. 100% = ROCK inhibitor wells, 0% = DMSO. survival enhancement, % at 20 µM. hit rate 0.044% among 360,000; in the data active = survival enhancement above about 18%;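 also: cells exposed to compounds for 16 hours before the ATP read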
Shn3 3UTR inh – reduction of Shn3 3'UTR firefly luciferase signal, primary screen, Schnurri-3 inhibitor project, cell-based, Clone20 osteoblasts, set 2; Clone20 osteoblast Shn3 3'UTR firefly luciferase, 24 h; inhibition, % at 12.5 µM; hit rate 0.52% among 360,000; AID 588674, 2011;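 active = mean inhibition of at least 75% with every replicate also reaching 75%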;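 also: 0% = median of neutral control wells and 100% = pilot-screen positive control compound; some compounds past the cut are filed as inactive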
aDG glyco up – activators of alpha-DG glycosylation, primary screen, uHTS, Pro5-aDG cells, AlphaScreen; alpha-DG glycosylation AlphaScreen (IIH6); 0% Pro5, 100% B10-LARGE cell signal; activation, % at 10 µM; hit rate 0.22% among 360,000;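 active = activation of at least 8% versus controls, or a plate z-score of at least 8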;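 also: Pro5 are CHO cells carrying HIG-tagged alpha-DG that lacks glycosylation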
HIF-2a block – HIF-2a reporter inhibitors, primary screen, luminescence, 786-0 RCC cells. AID 624352, 2012. 786-0 RCC cells HIF-2a reporter, luciferase luminescence, overnight. hit rate 0.72% among 360,000. inhibition, % at 18.8 µM;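 active = inhibition of the luminescence signal of 40% or more relative to plate controls, in a single-dose primary screen at 18.75 µM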
NR2E3 ag-1 – NR2E3 agonists in two-hybrid cells, primary screen, cell-based, luminescence, CHO-S, Gal4-NCOR/VP16-NR2E3 | AID 602229, 2012 | inhibition of corepressor binding, % at 3.98 µM | Photoreceptor-specific nuclear receptor (Homo sapiens), Q9Y5X4 | hit rate 0.35% among 360,000 | luciferase;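 active = inhibition above the mean of all tested compounds plus 3 SD, cut at about 70% in these data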;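 also: 0% = DMSO with NR2E3 transfected cells and 100% = cells lacking NR2E3 construct; higher means lower luciferase signal from less NR2E3 corepressor binding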
Target sequence (Q9Y5X4 whole entry, looked up, the tested form may be a part): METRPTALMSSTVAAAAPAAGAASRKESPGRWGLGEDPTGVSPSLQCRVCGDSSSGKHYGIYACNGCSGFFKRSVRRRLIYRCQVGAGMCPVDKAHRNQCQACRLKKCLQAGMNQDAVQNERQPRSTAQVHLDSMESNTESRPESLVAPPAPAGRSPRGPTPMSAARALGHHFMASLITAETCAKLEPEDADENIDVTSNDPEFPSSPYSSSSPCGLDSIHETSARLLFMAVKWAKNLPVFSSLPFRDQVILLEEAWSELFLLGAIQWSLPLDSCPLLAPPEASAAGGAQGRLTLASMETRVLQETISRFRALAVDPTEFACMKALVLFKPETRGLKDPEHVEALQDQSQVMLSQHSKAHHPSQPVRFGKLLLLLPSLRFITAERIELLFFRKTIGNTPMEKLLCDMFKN
NR2E3 ag-2 – inhibitors of NR2E3-RetCOR corepressor binding, primary screen, NR2E3 agonist project, biochemical, TR-FRET, GST-NR2E3, biotin-RetCOR | inhibition of corepressor binding, % at 4.78 µM | AID 2300, 2010 | 1536-well | hit rate 0.12% among 320,000;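 active = percent inhibition above the cutoff of mean plus 3 SD of all tested compounds, set per screening campaign, cut at about 20% in these data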;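 also: 0% = DMSO wells and 100% = biotin wells as full block of FRET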
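Material: NR2E3–RetCOR corepressor complex | Quantity: 1.35 nM GST-tagged NR2E3 final | Schedule: 5 h at 4 °C | Replication: Singlicate compound wells | Reagent: RetCOR corepressor, biotinylated, 7 nM | Controls: Biotin wells as high control, 0.6% DMSO wells as low control | Signal: TR-FRET, Eu(K)-anti-GST donor, streptavidin-D2 acceptor, ex 340, em 617/671 nm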
KKLEB tox – cytotoxicity in KKLEB CF airway cells, primary screen, cytotoxicity control for CF NF-kB inhibitor project, cell-based, uHTS, fluorescence assay plates. KKLEB CF airway cells viability, ATPlite luminescence, overnight; hits give low values; cells stimulated with P. aeruginosa culture filtrate. activity change (cytotoxicity), % at 5 µM. hit rate 0.36% among 360,000. AID 602141, 2011;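 active = corrected activity change at or below -50% at 5 µM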
TWEAK-Fn14 inh – inhibitors of TWEAK-Fn14 signaling, primary screen, luciferase reporter cells, uHTS; TWEAK-stimulated Fn14 reporter cells, luciferase luminescence, 8 h; inhibition, % at 10 µM; hit rate 2% among 360,000; AID 1159606, 2016; in the data active = inhibition above about 50%
* hit, by the source's call; . = no result given.

smiles,KKLEB tox,Peg3 prom inh,NR2E3 ag-1,HIF-2a block,TWEAK-Fn14 inh,TRPM1 prom inh,aDG glyco up,hiPSC survival,Shn3 3UTR inh,CF NFkB inh,NR2E3 ag-2
CC12CCC(C(NC(=S)NN)C1=O)C2(C)C (stereo not given),0,4,13,11,4,-11,27*,0.4,-5,0,.
COc1ccc(-c2noc(CCC(=O)N3CCN(c4ccccc4Br)CC3)n2)cc1,3,-9,3,-29,-4,0,0.4,1.6,-22,6,.
OC(CN1CCOCC1)Cn1c2ccccc2c2ccccc21 (stereo not given),-18,-1,-10,2,-10,18,0.1,-0.1,-7,6,5
O=C(CCNC(=O)c1ccc(Br)cc1)Nc1ccc(S(=O)(=O)Nc2ncccn2)cc1,5,10,2,10,2,-14,0.0,-0.4,-11,-16,-1
CN1CCc2c(sc3c2C(=O)NC(c2cccc(OC(=O)c4cccs4)c2)N3)C1 (stereo not given),1,-151,-42,-241,-14,.,0.1,-1.8,-70,2,4
O=C(Cn1cnc2c(nnn2Cc2ccc(F)cc2)c1=O)Nc1ccc2c(c1)OCCO2,-5,-15,-40,6,-10,-5,-0.1,0.3,0,-6,-1
Cc1ccc(NC(=O)c2ccc(S(=O)(=O)NCc3cccnc3)cc2)cc1C,-2,-10,10,-38,-25,-3,0.2,-0.6,6,8,5
Cc1cccc(Nc2nc(CC(=O)O)cs2)c1,5,-103,-40,-98,10,-59,-0.1,-1.8,-4,-11,1
CC1(C)Cc2cccc(OCC(=O)Nc3ccccc3F)c2O1,-14,5,-33,11,3,0,0.1,-0.4,-54,4,-3
COC(=O)CSC1=C(C#N)C(=O)NC(c2ccccc2)S1 (stereo not given),5,84*,8,18,11,74*,0.0,-1.5,7,-34,1
O=C(NC(=S)Nc1cccc(-c2ccc(CO)o2)c1)c1cccs1,20,-180,-74,-152,-11,1,-0.3,-0.7,-2,-6,-2
COc1cc(C2c3c([nH]c(=O)[nH]c3=O)Nc3ccc4ccccc4c32)cc(OC)c1OC (stereo not given),-11,26,-13,13,29,3,0.0,0.5,6,10,-1
CCS(=O)(=O)c1ccc(O)c(N2C(=O)C3C4C=CC(C4)C3C2=O)c1 (stereo not given),-3,21,-2,-17,2,3,0.0,-0.1,-11,-4,3
O=C1CCC(=O)N1c1cccc(-c2nc3ccccc3o2)c1,-8,-5,-18,-9,-3,.,0.0,-0.9,-28,19,5
O=C(c1c(Cl)nc2sccn12)N1CCCc2ccccc21,-14,3,4,-8,9,16,0.0,-3.2,-21,-19,1
O=C(CC1OC(=O)c2ccccc21)Nc1cccc(S(=O)(=O)N2CCCCCC2)c1 (stereo not given),18,40,-28,21,20,-3,2.6,-0.5,18,5,2
O=C(Nc1ccc(Cl)cc1)C1CCCN(C2=NS(=O)(=O)c3ccccc32)C1 (stereo not given),21,16,-5,5,3,4,0.3,0.3,-10,-15,3
O=C(COC(=O)C(CO)NS(=O)(=O)c1ccc(Br)cc1)Nc1ccc2c(c1)OCCO2 (stereo not given),3,-4,-6,4,1,.,-0.2,-0.9,-5,12,.
C[C@H](CO)N1C[C@H](C)[C@@H](CN(C)Cc2ccc(Oc3ccccc3)cc2)Oc2c(NC(=O)c3ccncc3)cccc2C1=O,16,19,15,9,-11,14,0.1,5.4,11,2,.
COc1cc2nc(CN3CCN(S(=O)(=O)c4ccc(Cl)cc4)CC3)[nH]c(=O)c2cc1OC,2,23,-19,31,-5,2,-0.1,-0.3,-7,4,2
CN1C(=O)NC(c2ccc(O)cc2)C(C(=O)c2cccs2)C1(O)C(F)(F)F (stereo not given),-3,-32,-25,-52,-5,-6,0.0,-0.6,-3,-13,1
CCOc1ccccc1NC(=O)c1ccc2nc[nH]c2c1,-6,-5,-8,-26,-2,-5,-0.1,-0.4,-86,7,0
Cc1ncc(C[n+]2csc(CCOC(=O)C34CC5CC(CC(C5)C3)C4)c2C)c(N)n1,4,3,-35,17,-7,-6,-0.6,-1.7,-13,5,-1
Cc1nc2ccccc2cc1C(=O)Nc1ccccc1Cl,5,-16,-22,-24,-8,-3,0.1,0.8,-6,8,2
CC1CCC(NS(=O)(=O)c2ccc3c(c2)n(C)c(=O)c(=O)n3C)CC1 (stereo not given),-1,9,-12,6,5,14,-0.1,2.2,9,-13,-1
Cc1cc(C)nc(N/N=C/c2ccccc2Cl)n1,-2,-123,-23,-184,-12,.,-0.1,-0.5,-36,-8,2
CCN1CCN(C(=O)c2cnn3c(C(F)F)cc(-c4ccc(C)cc4)nc23)CC1,1,8,18,9,-30,10,0.5,2.9,7,-12,1
CN(CC(=O)Nc1ccc(Cl)c(C(F)(F)F)c1)C(=O)C1CCCO1 (stereo not given),8,6,15,9,-7,-9,1.5,-0.5,1,16,-1
Cc1cc(C)c2[nH]c(=O)c(CN(Cc3cccnc3)C(=S)NCCCN(C)C)cc2c1,-4,10,-8,18,8,-3,-0.1,0.6,-4,-15,1
O=C(NCC1(O)CCCCC1)C1CCC(=O)N(Cc2ccccc2F)C1 (stereo not given),4,0,4,8,11,-2,0.4,-0.3,-1,-12,1

Of the compounds above, 2 contain a CF3 group:
smiles,KKLEB tox,Peg3 prom inh,NR2E3 ag-1,HIF-2a block,TWEAK-Fn14 inh,TRPM1 prom inh,aDG glyco up,hiPSC survival,Shn3 3UTR inh,CF NFkB inh,NR2E3 ag-2
CN1C(=O)NC(c2ccc(O)cc2)C(C(=O)c2cccs2)C1(O)C(F)(F)F (stereo not given),-3,-32,-25,-52,-5,-6,0.0,-0.6,-3,-13,1
CN(CC(=O)Nc1ccc(Cl)c(C(F)(F)F)c1)C(=O)C1CCCO1 (stereo not given),8,6,15,9,-7,-9,1.5,-0.5,1,16,-1

(continued)
smiles,KKLEB tox,Peg3 prom inh,NR2E3 ag-1,HIF-2a block,TWEAK-Fn14 inh,TRPM1 prom inh,aDG glyco up,hiPSC survival,Shn3 3UTR inh,CF NFkB inh,NR2E3 ag-2
CCOC(=O)C1CCN(Cc2cccc(OC)c2)CC1,-1,11,16,14,-2,14,0.0,-2.2,-5,-4,-2
COc1cccc(CN2C(=O)C3(C(C#N)=C(N)OC4=C3C(=O)CCC4)c3ccccc32)c1 (stereo not given),-8,13,0,12,-1,-15,0.8,0.1,16,-18,0
O=c1c2c([nH]n1-c1ccccc1)CCSC2,10,-5,1,11,0,-2,0.0,0.1,-10,-4,2
O=C(Nc1cccc(Cl)c1N1CCOCC1)c1ccc(Br)o1,-6,-30,-28,-23,-11,-15,0.0,0.0,-4,-27,2
Cc1ccc(C(O)c2ccc(-n3ccnc3)cc2)cc1 (stereo not given),4,2,-17,9,14,6,0.1,-0.5,29,11,0
O=C1CCC([N+](=O)[O-])C(c2cc(Br)ccc2F)N1 (stereo not given),-2,8,2,18,-6,2,-0.1,-0.4,4,-10,-2
CCc1ccc(/C=C2\Oc3cc(OC(=O)N4CCOCC4)ccc3C2=O)cc1,10,-25,-11,-20,-2,-6,0.7,-1.4,10,-10,-3
CC(Sc1nnc(COc2ccc([N+](=O)[O-])cc2)n1C)C(=O)O (stereo not given),5,7,-23,19,11,7,-0.1,-0.7,-16,-19,1
N#Cc1ccc(COC(=O)CCc2c[nH]c3ccccc23)cc1,-15,1,16,5,-10,0,-0.3,0.0,3,3,1
COc1ccc(C(C)C)cc1-c1ccc2nncn2c1,0,-16,-45,-9,-17,.,0.0,-2.9,5,5,.
O=C(NCCCN1CCOCC1)C1CCN(S(=O)(=O)c2c(Cl)cccc2Cl)CC1,-8,2,-35,6,-7,10,-0.1,-0.2,-6,1,1
O=C(c1ccco1)[C@@H]1[C@@H]2C(=O)N(c3ccc(F)cc3)C(=O)[C@@H]2[C@H]2C=Cc3ccccc3N21,-5,10,-45,-8,21,6,0.3,-0.3,-11,0,-1
CC(C)(C)n1cnc2cc(NS(=O)(=O)c3ccc(Br)cc3)ccc21,-10,6,24,8,-4,0,1.1,-1.3,53,15,-3
O=S1(=O)CCC(S(=O)(=O)N2CCCCCC2)C1 (stereo not given),9,-10,-2,4,-6,4,0.0,1.1,-6,1,-1
CCCC(c1nnnn1CCc1ccccc1)N1CCN(C2CCCC2)CC1 (stereo not given),6,4,-6,11,1,-10,0.1,-1.7,2,9,-3
CCn1cc([N+](=O)[O-])c(C(=O)Nc2nc3ccc(OC)cc3s2)n1,-1,-78,-36,-156,-10,-20,-0.1,-0.5,-21,-2,3
O=C(N/N=C/CCc1ccccc1)c1ccc(CN2c3cccc4cccc(c34)S2(=O)=O)cc1,7,20,-3,15,23,11,0.0,-3.5,20,-12,2
CCc1c(C)[nH]c2ccc(OC)cc2c1=S,5,22,-16,15,11,-3,-0.1,-0.1,17,1,.
Cc1ccc(CNCc2ccccc2Cl)cc1,1,-56,7,-49,0,-9,-0.3,3.0,-43,-10,6
O=C(CN1C(=O)C2CCCCC2C1=O)Nc1ccccc1N1CCCC1 (stereo not given),3,-11,-4,8,7,-1,-0.2,0.1,-10,-15,4
O=C1NCN(c2ccccc2)C12CCN(CCCC(c1ccc(F)cc1)c1ccc(F)cc1)CC2,21,82*,23,-9,-20,10,0.9,-3.3,55,9,0
CCOc1ccc(C2CC(c3ccc(F)cc3)Nc3nc(N)nn32)cc1 (stereo not given),3,-13,-8,6,4,2,0.1,-0.5,1,-6,-1
CCCCCCNc1nc(-c2ccc(OC)cc2)c(CCC(=O)O)s1,1,4,-14,9,-1,7,0.3,-2.1,-4,-8,0
O=C(CN1C(=O)NC(Cc2ccccc2)C1=O)Nc1ccccc1F (stereo not given),-8,11,6,7,-3,-1,0.0,-0.3,-5,27,2
CC(C)CN1CCN(C(=O)CCc2nnc(Cc3c[nH]c4ccccc34)o2)[C@@H](C)C1=O,-11,-12,-45,-41,8,-17,-0.1,0.6,-34,10,.
COc1nc(C)ccc1-c1noc(-c2cccnc2)n1,5,-210,-70,-208,-27,-31,0.0,-0.7,-92,14,2
COc1ccc(S(=O)(=O)N2CCOCC2)cc1NC(=O)CC(C)c1ccccc1 (stereo not given),-19,-1,7,-2,-10,10,0.0,1.4,-74,5,.

Compounds as they come; overall some 4.4% were active at least once.
